Bioassay records as filed in PubChem BioAssay.
Statin myotox sup – suppressors of statin myotoxicity in C2C12 myotubes, primary screen, cell-based, single point, plate reader; C2C12 myotubes + simvastatin, ATP luminescence, 48 h; scaled: DMSO 0, geranylgeraniol control 100; rescue of ATP level, % at 7.49 µM; 0.78% of 330,000 active;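 active = mean ATP rescue above about 67%, or every replicate alone reaching that limit, limit read from the data, passing the limit was not always enough; inconclusive = no clear call, values can overlap the other calls; inactive = mean under the limit and some replicate under it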;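 note: myotubes were challenged with 10 µM simvastatin during compound exposure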
ERp5 inh – inhibitors of ERp5-driven insulin aggregation, primary screen, biochemical, turbidity, absorbance 650 nm, single point. 0.05% of 350,000 active. inhibition, % at 9.99 µM. Protein disulfide-isomerase A6 (Homo sapiens), Q15084. 90 min;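 active = mean replicate inhibition above about 25%, with every replicate also reaching it, limit read from the data, passing the limit was not always enough; inconclusive = only one of those two criteria met; inactive = neither criterion met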
Target sequence (Q15084 whole entry, looked up): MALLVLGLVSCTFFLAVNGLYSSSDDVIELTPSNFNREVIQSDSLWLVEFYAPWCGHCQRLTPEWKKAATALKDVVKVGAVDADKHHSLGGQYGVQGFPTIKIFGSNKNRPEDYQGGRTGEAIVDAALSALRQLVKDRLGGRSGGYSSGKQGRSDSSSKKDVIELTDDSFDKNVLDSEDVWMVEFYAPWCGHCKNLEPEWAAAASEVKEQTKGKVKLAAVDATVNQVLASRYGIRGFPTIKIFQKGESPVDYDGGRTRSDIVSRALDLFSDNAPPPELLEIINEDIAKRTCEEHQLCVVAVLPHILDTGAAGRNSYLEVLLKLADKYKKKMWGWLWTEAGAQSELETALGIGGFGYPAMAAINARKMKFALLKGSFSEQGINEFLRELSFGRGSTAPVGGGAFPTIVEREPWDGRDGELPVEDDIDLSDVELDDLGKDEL
ARNT TACC3 PPI – disruptors of ARNT/TACC3 protein interaction, primary screen, biochemical, AlphaScreen, single concentration. Transforming acidic coiled-coil-containing protein 3 (Homo sapiens), Q9Y6A5. AlphaScreen His-ARNT PAS-B/GST-TACC3 binding, luminescence; TACC3 fragment carries E629A point mutation. inhibition, % at 9.99 µM. 0.66% of 390,000 active. AID 623870, 2012;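 active = mean inhibition of replicates at least 50% and at least half of replicates each reaching 50%; inconclusive = half or more replicates reach 50% but mean below 50%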;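 note: 0% = complete ARNT plus TACC3 wells and 100% = ARNT alone without TACC3; many hits fall short of the cut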
SIRT5 block – SIRT5 desuccinylase inhibitors, primary screen, biochemical, fluorescence imaging, single point, set 5; NAD-dependent protein deacylase sirtuin-5, mitochondrial (Homo sapiens), Q9NXA8; Purified SirT5, succinyl-peptide AMC, trypsin-coupled fluorescence; inhibition, % at 15 µM; 1.1% of 330,000 active; AID 652115, 2013; in the data active = inhibition above about 15%; inconclusive = no clear call, values can overlap the other calls
Target sequence (Q9NXA8 whole entry, looked up): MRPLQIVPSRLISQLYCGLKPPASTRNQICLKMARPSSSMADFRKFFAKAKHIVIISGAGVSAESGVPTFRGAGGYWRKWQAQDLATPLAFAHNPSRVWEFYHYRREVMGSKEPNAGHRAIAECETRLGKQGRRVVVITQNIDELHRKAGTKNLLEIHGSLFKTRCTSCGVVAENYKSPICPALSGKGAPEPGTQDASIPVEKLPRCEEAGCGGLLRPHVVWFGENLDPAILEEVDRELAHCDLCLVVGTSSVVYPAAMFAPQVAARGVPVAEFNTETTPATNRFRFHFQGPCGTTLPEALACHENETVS
miR-122 sensor – miR-122 Renilla sensor signal increase in Huh7, primary screen, miR-122 inhibitor project, cell-based, single point, plate reader; Huh7 miR-122 Renilla luciferase sensor, 48 h; neutral wells = 0, positive control = 100; 0.3% of 340,000 active; activation (reporter increase), % at 12.5 µM; AID 602342, 2012;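 active = mean replicate activation score at least 90 and every replicate individually at or above 90; inconclusive = only one of the two criteria met; inactive = neither criterion met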;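 note: higher luciferase means less miR-122 activity so hits act as miR-122 inhibitors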
esBAF inh – Bmi1 luciferase reporter increase in mESCs, primary screen, esBAF inhibitor project, mouse ES cells, Bmi1 luciferase knock-in, single point; 2% of 350,000 active; 24 h; 100% = twice the neutral-well signal; reporter increase, % at 12.5 µM; in the data active = activation above about 40%; inconclusive = no clear call, values can overlap the other calls;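 note: 0% = median of the plate's neutral control wells and 100% = double that signal; a rise in the Bmi1 reporter signal indicates esBAF inhibition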
Cneo AK release – Cryptococcus neoformans cell lysis inducers, primary screen, AK release luminescence, single concentration; C. neoformans lysis, adenylate kinase release luminescence, 4 h; normalised: neutral wells 0, clomiphene wells 100; lysis activity, % at 15 µM; 0.2% of 360,000 active;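 active = mean lysis activity across replicates of at least 80%, whatever share of replicates individually reach that level; inactive = mean lysis activity below 80%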
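Material: C. neoformans cells; Schedule: 4 h static compound exposure, 37 °C, read 1 h post-reagent; Measured by: adenylate kinase release luminescence; Read-out: signal increase indicating cell lysis; Controls: Clomiphene as positive lysis control.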
Active calls of the source: *; ? = inconclusive; . = no result given; [ ] = another dose, or the depositor's remark.

SMILES	Statin myotox sup	ERp5 inh	ARNT TACC3 PPI	SIRT5 block	miR-122 sensor	esBAF inh	Cneo AK release
O=C(NNC(=O)c1ccc(=O)[nH]c1)c1ccc(NS(=O)(=O)c2cccs2)cc1	-7	4	-4	-1	.	-5	0
CCOC(=O)C1=C(COC(=O)c2ccc(C)c(S(=O)(=O)N3CCOCC3)c2)NC(=O)NC1C (configuration not stated)	-2	-10	4	1	-5	-3	4
C[C@@H]1CN([C@@H](C)CO)C(=O)c2cc(NC(=O)Nc3ccccc3)ccc2O[C@@H]1CN(C)S(=O)(=O)c1cn(C)cn1	.	22	-4	-1	1[16.7 µM]	6	-4
CN1c2ccc(-c3ccc(C#N)cc3)cc2[C@H]2[C@H](CCN2S(=O)(=O)c2cccc(F)c2)[C@@H]1CO	-22	1	-24	-1	-8[16.7 µM]	-17	-1
Cc1ccc(C(=O)Nc2ccc3c(c2)C(=O)NC3=O)cc1	-12	?	-13	11	-7	19	-2
O=C1COc2ccc(C(=O)COC(=O)CCc3ccc(S(=O)(=O)N4CCOCC4)cc3)cc2N1	.	.	-8	.	-2	-11	0
COc1ccccc1C(=O)NCCC(=O)NNC(=O)c1ccccc1O	-6	1	16	1	1	-5	-1
COc1ccccc1NC(=O)N1C[C@@H]2[C@H](c3ccccc31)[C@H](CO)N2C(=O)C1CC1	-13	3	12	0	-10[16.7 µM]	-2	-2
COc1ccc(CNC(=O)C[C@@H]2CC[C@H](NS(=O)(=O)c3cccc(OC)c3)[C@@H](CO)O2)cc1	1	3	-20	5	.	1	8
O=S(=O)(N[C@H]1CC[C@@H](CCn2cc(-c3ccccn3)nn2)O[C@H]1CO)c1cccc(Cl)c1	-1	-1	70*	4	-4[16.7 µM]	-4	52
COc1ccc(Cn2c(C3CC3)nc3ccc(NC(C)=O)cc3c2=O)cc1	-8	.	3	.	-7	?	-3
Cc1ccc2nc(SCC(=O)Nc3cc(C)on3)c(C)cc2c1	8	-2	-4	4	-5	-9	.
CC(Sc1nnc(-c2cccs2)n1-c1ccccc1)C(=O)NCc1ccco1 (configuration not stated)	33	.	-5	.	4	1	5
COc1ccccc1CC(=O)N1CCN(C(=O)c2ccco2)CC1	.	7	-1	-3	-4	.	0
CC(OC(=O)/C=C/c1ccc2ccccc2n1)C(=O)Nc1ccc(S(N)(=O)=O)cc1 (configuration not stated)	3	7	0	3	-4	.	1
COc1cccc(C2=NN(C(=O)CCCC(=O)O)C(c3cccs3)C2)c1 (configuration not stated)	.	-11	-3	0	2	.	2
C[C@@H]1CN([C@H](C)CO)S(=O)(=O)c2ccc(C3=CCCC3)cc2O[C@H]1CN(C)C(=O)C1CCOCC1	-15	1	2	-3	11[16.7 µM]	-1	52
Cc1cccc(-c2nnc(SCC3CNC(=O)O3)n2-c2ccc(Cl)cc2)c1 (configuration not stated)	.	-13	-3	-4	.	.	.
CC(=O)Nc1ccc(SCC(=O)c2ccc(Br)s2)cc1	1	-9	10	2	-5	20	2
CC(OC(=O)CN1C(=O)NC2(CCCC2)C1=O)C(=O)Nc1cccc(Cl)c1Cl (configuration not stated)	5	-5	-2	-1	64	-1	.

Some entries already given, reduced to Statin myotox sup and miR-122 sensor:
SMILES,Statin myotox sup,miR-122 sensor
O=C1COc2ccc(C(=O)COC(=O)CCc3ccc(S(=O)(=O)N4CCOCC4)cc3)cc2N1,.,-2
COc1ccccc1C(=O)NCCC(=O)NNC(=O)c1ccccc1O,-6,1
COc1ccccc1NC(=O)N1C[C@@H]2[C@H](c3ccccc31)[C@H](CO)N2C(=O)C1CC1,-13,-10[16.7 µM]
COc1ccc(CNC(=O)C[C@@H]2CC[C@H](NS(=O)(=O)c3cccc(OC)c3)[C@@H](CO)O2)cc1,1,.
O=S(=O)(N[C@H]1CC[C@@H](CCn2cc(-c3ccccn3)nn2)O[C@H]1CO)c1cccc(Cl)c1,-1,-4[16.7 µM]
COc1ccc(Cn2c(C3CC3)nc3ccc(NC(C)=O)cc3c2=O)cc1,-8,-7

Further structures
SMILES	Statin myotox sup	ERp5 inh	ARNT TACC3 PPI	SIRT5 block	miR-122 sensor	esBAF inh	Cneo AK release
Cc1ccc(C(C)C)cc1S(=O)(=O)NCc1ccccn1	2	-2	-2	-3	283*	-7	1
C[C@H](NC(=O)[C@H]1[C@H](CO)[C@H]2Cn3c(ccc(C4=CCCCC4)c3=O)[C@H]2N1C)c1ccccc1	20	-1	5	13	3[16.7 µM]	5	0
O=C(O)c1cc(S(=O)(=O)Nc2cccc(S(=O)(=O)N3CCCC3)c2)ccc1Cl	-3	1	1	0	-9	1	3
Cc1cc(Br)ccc1OCCCCNCCO	-2	.	-7	.	5	-4	0
Cc1ccc(S(=O)(=O)CCc2nnc(NC(=O)c3cnccn3)s2)cc1	2	.	-1	.	3	-2	1
Cc1ccc(-c2cc(-c3ccccc3)no2)cc1	-4	6	-4	0	4	12	-3
Cc1ccc(S(=O)(=O)N(C)C[C@H]2OCCCC[C@@H](C)Oc3ccc(NC(=O)Nc4cccc5ccccc45)cc3C(=O)N([C@@H](C)CO)C[C@@H]2C)cc1	.	-4	18	4	-6[16.7 µM]	4	0
COc1cc(C(=O)Nc2ccc(N3CCN(C(=O)c4ccc(C)cc4)CC3)cc2)cc(OC)c1OC	-20	5	3	-1	.	1	-4
CC(C)(C)c1ccc(S(=O)(=O)CCc2ccccn2)cc1	.	.	-5	.	2	71*	-2
Cc1nc2ccccc2n1CC(O)Cn1c(C(F)(F)F)nc2ccccc21 (configuration not stated)	10	.	1	.	1	-11	0
CCS(=O)(=O)N1CCCCN2[C@H](CO)[C@@H](c3ccc(C#Cc4ccccc4OC)cc3)[C@H]2C1	.	0	13	1	-6[16.7 µM]	.	0
NS(=O)(=O)c1ccccc1NC(=S)Nc1ccccc1S(N)(=O)=O	-7	0	18	0	3	-4	1
O=C(C[C@@H]1CC[C@@H]2[C@H](COC[C@@H](O)CN2Cc2ccccc2F)O1)N[C@@H]1CCN(Cc2ccccc2)C1	2	4	-4	-3	-5[16.7 µM]	-5	1
CSc1ccc(CN2C(=O)NC3(CCCCC3)C2=O)cc1	-2	-5	.	1	-8	1	-1
CO[C@H]1CN(C)C(=O)c2ccc(NC(=O)C3CC3)cc2OC[C@H](C)N(C(=O)c2ccccc2F)C[C@@H]1C	-16	-11	-9	-2	0[16.7 µM]	-2	-1
Cc1c(Br)c([N+](=O)[O-])nn1C(C)C(=O)N1CCCc2ccccc21 (configuration not stated)	-4	.	-3	.	-3	0	-1
Cc1onc(-c2ccccc2Cl)c1-c1nc(-c2ccncc2)no1	.	.	-5	.	-9	.	-7
O=C1NC(=O)c2c(NC(=O)C3CCCO3)cccc21 (configuration not stated)	-3	4	17	-4	6	-8	2
Cn1c(=O)c2c(ncn2CC(=O)OCC(=O)NCCc2ccccc2)n(C)c1=O	-2	10	-4	-6	-2	-2	2
NCC[C@H]1CC[C@H](NC(=O)c2ccccc2F)[C@@H](CO)O1	7	-2	-3	8	.	-8	0
COC(=O)c1cc(-c2ccccc2)n[nH]1	6	.	-2	.	-5	1	0
CCn1c(SCC(=O)N2CCCCC2)nc(O)cc1=O	.	.	-1	.	4	.	-2
Cc1ccc(S(=O)(=O)N2CCOCC2)cc1C(=O)Nc1ccccc1N1CCOCC1	7	0	.	-3	.	-3	1
Cc1cnc(C(=O)Oc2ccc(-c3ccccc3)cc2)cn1	-11	2	-3	-1	29	9	-4
NC(=O)C(c1ccc(Cl)cc1)c1ncc(C(F)(F)F)cc1Cl (configuration not stated)	0	.	-27	.	-7	-3	3
COc1cc(CC(=O)OCC(=O)NC2CCCCC2C)cc(OC)c1OC (configuration not stated)	2	-1	2	-5	.	-2	-1
C[C@@H]1CN([C@@H](C)CO)C(=O)c2cc(NS(=O)(=O)c3ccc(F)cc3)ccc2O[C@@H]1CN(C)Cc1ccc(-c2ccccc2)cc1	23	3	-6	13	-49[16.7 µM]	-4	3
CC[C@@]1(C(=O)OC)N[C@H](CN(C)S(=O)(=O)c2ccc(C(C)(C)C)cc2)[C@@H]2C(=O)N(Cc3ccccc3)C(=O)[C@@H]21	2	6	-5	-12	-1	1	2
Cc1c(Cl)cccc1NC(=O)CN1CCN(CCN=CC2=C(O)CC(c3ccccc3)CC2=O)CC1 (configuration not stated)	.	6	3	3	.	.	.
C[C@H](CO)N1C[C@H](C)[C@H](CN(C)C(=O)C2CC2)Oc2cc(Br)ccc2S1(=O)=O	-8	7	-2	0	26[16.7 µM]	-3	-2
O=C(NCc1ccccc1)c1n[nH]nc1-c1ccccc1O	-12	.	30	.	-3	9	.
CC(C(=O)OCC(=O)c1cccc([N+](=O)[O-])c1)N1C(=O)C2C3C=CC(C3)C2C1=O (configuration not stated)	-7	1	-6	-1	7	2	1
COCC(=O)Nc1ccc2c(c1)[C@@H]1C[C@@H](CC(=O)NCCc3ccccc3)O[C@@H](CO)[C@@H]1O2	-6	2	1	3	1[16.7 µM]	3	-1
CCCCCCc1c(C)c2ccc(OCC(=O)N[C@@H](Cc3ccccc3)C(=O)O)cc2oc1=O	6	-2	1	.	-5	-7	0
CN(c1ccc(C(=O)Nc2cccnc2)cc1)S(=O)(=O)c1ccccc1	-12	2	2	1	2	-2	-2
COc1ccc(CCNC(=O)c2cc3c(=O)n4ccccc4nc3n(CCCN3CCOCC3)c2=N)cc1	9	-3	4	0	.	-2	5
Cc1ccc(-c2ccc(C3=CC(=O)CC(C)(C)C3=O)cc2)cc1	-26	-1	.	2	-2	26	11
Cc1ccc(S(=O)(=O)N2CCCN(C(=O)CNC(=O)c3ccccc3)CC2)cc1	.	1	-4	-2	.	.	.
COc1ccc(S(=O)(=O)Nc2cccc3c2O[C@@H](CN(C)Cc2ccccc2)[C@H](C)CN([C@H](C)CO)C3=O)cc1	16	6	-2	0	17[16.7 µM]	-1	-1
CN(C)C(=O)C[C@H]1C=C[C@@H](NC(=O)NC2CCCCC2)[C@@H](CO)O1	6	4	-5	-3	-8[16.7 µM]	-2	-4
O=C(C[C@@H]1CC[C@H]2[C@@H](COC[C@H](O)CN2C(=O)Nc2cccc(Cl)c2)O1)N1CCCCC1	-23	0	0	-2	-8[16.7 µM]	13	-5
Cc1cc(Br)ccc1NC(=O)CNC(=O)c1ccc(-n2cncn2)c([N+](=O)[O-])c1	16	2	7	-2	-4	0	1
O=C(C[C@@H]1C/C=C\C[C@@H](Cc2ccc(F)cc2)C(=O)OC[C@@H](Cc2ccccc2)NC1=O)N[C@H](CO)Cc1ccccc1	-1	2	0	.	-2	7	-2
N#Cc1ccc(CSc2nnc(-c3c[nH]c4ccccc34)n2-c2ccccc2)cc1	.	2	15	-1	.	.	.
COc1ccccc1S(=O)(=O)N(C)C[C@@H]1OCc2ccccc2-c2c(n(C)c3ccccc23)C(=O)N([C@@H](C)CO)C[C@@H]1C	1	9	13	6	.	1	-4
Cc1cc2cc(CNC(=O)Nc3cccc(Cl)c3)ccc2n1C	4	3	12	.	-9	0	-1
CCOc1ccc(NS(=O)(=O)c2cc(C(=O)NCCCN3CCOCC3)ccc2C)cc1	13	2	0	0	21	5	4

Reformatted: results already given.
Values run as follows: Statin myotox sup, ERp5 inh, ARNT TACC3 PPI, SIRT5 block, miR-122 sensor, esBAF inh, Cneo AK release
Cc1cc2cc(CNC(=O)Nc3cccc(Cl)c3)ccc2n1C
  4, 3, 12, ., -9, 0, -1
CCOc1ccc(NS(=O)(=O)c2cc(C(=O)NCCCN3CCOCC3)ccc2C)cc1
  13, 2, 0, 0, 21, 5, 4

The order is random. Share with any hit: about 4%.
